# Assay outcomes (PubChem BioAssay)
# M. tuberculosis: growth inhibition of non-replicating M. tuberculosis (AID 488890); Mycobacterium tuberculosis non-replicating, growth inhibition; higher % means a stronger effect; one-dose inhibition, % at 25 µM; IC50 in µM for titrated hits; 320,000 tested, 0.39% active; in the data active = a potency from the dose series; inconclusive = inhibition mostly from about 82% at the one dose, without a potency; inactive = the rest, 99 in 100 with inhibition below about 76%;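 also: plate controls were DMSO cells for no effect and high antibiotic wells for full effect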
# inhibitors of VEEV: inhibitors of VEEV TC-83 cytopathic effect, confirmation, Vero cells (AID 588727); Vero cells, VEEV TC-83 cytopathic effect inhibition; higher % means a stronger effect; one-dose inhibition, % at 20 µM; IC50 in µM for titrated hits; 350,000 tested, 0.13% active; in the data active = a potency from the dose series; inconclusive = inhibition mostly from about 14% at the one dose, without a potency; inactive = the rest, 99 in 100 with inhibition below about 12%; also: strong numbers were not always called active
# PhoP GFP inhibition: PhoP regulon inhibitors, Salmonella typhi PhoP promoter GFP reporter, confirmatory (AID 1850); 310,000 tested, 0.33% active; inhibition, % at 50 µM, or IC50 in µM where a hit was titrated; Salmonella Typhi PhoP-promoter GFP reporter, fluorescence, 4 h; higher % means a stronger effect; in the data active = a potency from the dose series; inconclusive = inhibition mostly from about 25% at the one dose, without a potency; inactive = the rest, 99 in 100 with inhibition below about 19%;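 also: 0% = induced wells with vehicle and 100% = uninduced wells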
# H1N1 NS1A inhibition: H1N1 influenza NS1A inhibitors, functional cell based assay (AID 504329); NS1A functional cell-based assay, percent inhibition; higher % means a stronger effect; one-dose inhibition, % at 12.5 µM; IC50 in µM for titrated hits; 340,000 tested, 0.3% active; in the data active = a potency from the dose series; inconclusive = inhibition above about 27% without an active follow-up result; also: strong numbers were not always called active
# M. tuberculosis HTS: M. tuberculosis growth inhibition, HTS (AID 449762); M. tuberculosis H37Rv growth inhibition, 7H9 media; higher % means a stronger effect; inhibition, % at 25 µM, or IC50 in µM where a hit was titrated; 330,000 tested, 0.59% active; in the data active = a potency from the dose series; inconclusive = inhibition above about 70% without an active follow-up result;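 also: bacterial growth assessed after seven days of incubation; strong numbers were not always called active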
# inhibitors of VEEV 10K pilot screen: second read-out of inhibitors of VEEV, no call of its own (marks repeat the call); inhibition, %; measured here: 10K pilot screen inhibition
# * marks the source's active call; other numbers are inactive results; i = inactive; ? = inconclusive; . = no result given.
SMILES,M. tuberculosis,inhibitors of VEEV,PhoP GFP inhibition,H1N1 NS1A inhibition,M. tuberculosis HTS,others
Cc1cc(C=C(C#N)C#N)c(C)n1-c1ccccc1,-6%,0.2%,-7%,1%,3%,
CC(=O)NNc1cc(N2CCOCC2)nc(N2CCOCC2)n1,-17%,0.9%,-6%,-1%,-3%,
Cc1ccc(-n2c(CCC(=O)O)ccc2-c2cccs2)cc1,73%,1.1%,-5%,-3%,1%,
CCC(=NC1CC1)c1c(O)n(C2CCCCC2)c(=O)[nH]c1=O,5%,5.2%,-3%,-2%,-12%,inhibitors of VEEV 10K pilot screen=6.2
CC(=O)N1c2ccc(S(=O)(=O)NCCC(=O)Nc3ccc(F)cc3C)cc2CC1C (stereo not drawn),2%,0.5%,-17%,10%,3%,
CCOC(=O)CC(NC(=O)CCc1c(C)nc2ncnn2c1C)c1ccc(C)cc1 (stereo not drawn),-21%,i,-1%,4%,8%,
C=Cn1ccnc1P(=S)(c1ccc(N(C)C)cc1)c1nccn1C=C,41%,0.5%,8%,4%,-2%,
Cc1cc(C(=O)OCC(=O)Nc2cccc(S(N)(=O)=O)c2)c2ccccc2n1,3%,1.1%,3%,10%,0%,
O=C(NCCN1CCOCC1)c1cc2ccccc2oc1=O,3%,0.7%,1%,-6%,7%,
CN(Cc1ccc(Cl)s1)C(=O)CSc1nnc(C2CC2)n1C1CC1,-20%,2.7%,.,5%,2%,
CN1CCCN(C(=O)c2ccc(Cl)s2)CC1,0%,0.7%,-5%,6%,-2%,
COc1nc(NC(C)(C)C)nc(Oc2ccc(=O)n(-c3ccccc3)n2)n1,-8%,3.0%,3%,1%,-1%,
Cc1ccccc1C(=O)OC(C)CN1CCOCC1 (stereo not drawn),24%,i,-10%,7%,-2%,
COc1ccc(-c2cc(C(=O)N3CC(C)CC(C)C3)c3ccccc3n2)cc1 (stereo not drawn),17%,6.3%,8%,-3%,13%,
COC(C(=O)NNC(=O)Cc1ccc(Cl)cc1)c1ccccc1 (stereo not drawn),-6%,0.4%,1%,-1%,-6%,
CCC(=O)NNC(=O)c1cc(COc2cc(Cl)cc(Cl)c2)on1,.,i,-12%,7%,8%,
CN1C(=O)NC(c2ccccc2)C2=C1CN(Cc1ccccc1)C2=O (stereo not drawn),0%,.,0%,.,12%,
CC(=O)/C(=N\Nc1ccccc1)Sc1cccc2cccnc12,11%,3.0%,-3%,29%,-11%,
O=[N+]([O-])c1cc(F)c(N2CCCC2)cc1N1CCNCC1,30%,.,-3%,.,0%,
CCOc1cc(C(=O)O)cc(Cl)c1OCC#N,-8%,0.2%,-5%,-3%,3%,
CCC(C)NC(=O)C(Cc1ccccc1)NS(=O)(=O)c1ccc2c(c1)CCC(=O)N2 (stereo not drawn),-26%,2.4%,4%,-6%,2%,
Cc1noc(NC(=O)c2cccc(C(F)(F)F)c2)c1Cl,49%,0.2%,-1%,-5%,11%,
Nc1ccccc1-n1c(=O)n(Cc2ccccc2F)c(=O)c2[nH]cnc21,-9%,i,0%,-36%,5%,
CCN(CC)C(=O)c1[nH]cnc1C(=O)NC1CCN(C(=O)OC(C)(C)C)CC1,-11%,0.3%,.,4%,-2%,inhibitors of VEEV 10K pilot screen=1.7
CC(C)CN1C(=O)c2ccc(C(=O)Nc3ccccn3)cc2C1=O,14%,i,-8%,1%,-7%,

# The closing 4 records of the section above open the next one:
SMILES,M. tuberculosis,inhibitors of VEEV,PhoP GFP inhibition,H1N1 NS1A inhibition,M. tuberculosis HTS,others
Cc1noc(NC(=O)c2cccc(C(F)(F)F)c2)c1Cl,49%,0.2%,-1%,-5%,11%,
Nc1ccccc1-n1c(=O)n(Cc2ccccc2F)c(=O)c2[nH]cnc21,-9%,i,0%,-36%,5%,
CCN(CC)C(=O)c1[nH]cnc1C(=O)NC1CCN(C(=O)OC(C)(C)C)CC1,-11%,0.3%,.,4%,-2%,inhibitors of VEEV 10K pilot screen=1.7
CC(C)CN1C(=O)c2ccc(C(=O)Nc3ccccn3)cc2C1=O,14%,i,-8%,1%,-7%,
O=C(O)c1ccc(NS(=O)(=O)Cc2ccc(Cl)c(Cl)c2)cc1,.,1.2%,.,-28%,.,
CC(=O)N1CCN(C(C)=O)c2ccccc21,.,1.0%,.,-17%,.,
Cc1ccc(OCC(=O)Nc2ccc(S(=O)(=O)N3CCOCC3)cc2)c([N+](=O)[O-])n1,-12%,i,6%,-5%,1%,
CC(=O)N/N=C(\C)c1cccc(NC(=O)c2cccs2)c1,10%,0.8%,3%,31%,-3%,
CCS(=O)(=O)N1CCN(c2cc3c(cc2[N+](=O)[O-])n(C)c(=O)n3C)CC1,-8%,2.0%,5%,6%,-6%,
O=C(O)/C=C/c1cn(Cc2ccccc2)nc1-c1cccs1,5%,0.7%,4%,-8%,3%,
Cc1ccc(-c2nc(C(=O)NCCCN3CCOCC3)cc3c2[nH]c2ccccc23)cc1,-10%,10%,0%,-2%,-3%,
O=[N+]([O-])c1ccc(-c2cnc(SCc3ccccc3Cl)[nH]2)cc1,31%,3.6%,-1%,8%,-3%,
CCCCn1c(O)c(N=NC(=O)Cn2c(C(F)(F)F)nc3ccccc32)c2ccccc21,3%,1.3%,-10%,2%,-7%,inhibitors of VEEV 10K pilot screen=0.7
CCOc1cc(C(=O)OCC(=O)Nc2ccc(SC(F)F)cc2)cc(OCC)c1OCC,29%,0.2%,10%,-9%,10%,
CCOC(=O)c1nnn(-c2nonc2N)c1CN(CC)CC,9%,1.5%,0%,6%,-5%,
NCCN1CCN(CC(=O)N2c3ccccc3C(=O)Nc3cccnc32)CC1,0%,0.5%,-2%,2%,0%,inhibitors of VEEV 10K pilot screen=1.0
Cc1ccc(S(=O)(=O)NCCCNS(=O)(=O)c2ccccc2Br)cc1,.,i,.,-15%,.,
Cc1ncc([N+](=O)[O-])n1CCOc1nonc1N,0%,2.0%,5%,-16%,3%,
CCCC(=Nc1ccc(N)cc1)C1=C(O)C(C(=O)OC)C(C)(C)CC1=O (stereo not drawn),16%,2.8%,-19%,7%,31%,
O=C(CSc1nccc(=O)[nH]1)c1c[nH]c2ccccc12,19%,0.3%,7%,0%,-6%,
CCCCNC(=O)C(=O)N/N=C/c1ccc(C(=O)OC)cc1,14%,i,10%,-8%,4%,
C=CC[N+](C)(C)CCCNC(=O)/C=N/O,6%,i,0%,3%,6%,
CC[n+]1c(/C=C/N(C)c2ccccc2)oc2ccc(F)cc21,7%,i,-9%,22%,-7%,
Cc1noc(C)c1NC(=O)N(C)C[C@H]1Oc2c(cccc2N(C)C)C(=O)N([C@H](C)CO)C[C@@H]1C,.,0.3%,.,12%,.,
CC(C)(C)OC(=O)N1CCCC(C(=O)Nc2cccc(C(=O)NC3CC3)c2)C1 (stereo not drawn),.,0.4%,.,-16%,.,
Cc1cccc(C(=O)N[C@H](C(=O)Nc2nc3ccc(S(C)(=O)=O)cc3s2)C(C)C)c1,39%,3.8%,8%,0%,-7%,
CC(=O)Nc1ccc2c(c1)nc1n2CCSC1,-3%,i,12%,-2%,-11%,
CC(C)c1ccc(C2(C)NC(=O)N(CC(=O)NC3(C#N)CCCC3)C2=O)cc1 (stereo not drawn),16%,i,.,-6%,-4%,
C[C@H](NC(=O)OCc1ccccc1)C(=O)NNC(=O)[C@H](Cc1ccccc1)NC(=O)OC(C)(C)C,-1%,0.1%,-18%,-5%,6%,

# At a glance, some entries already given.
SMILES,M. tuberculosis,inhibitors of VEEV,PhoP GFP inhibition,H1N1 NS1A inhibition,M. tuberculosis HTS,others
O=C(NCCN1CCOCC1)c1cc2ccccc2oc1=O,3%,0.7%,1%,-6%,7%,
CN(Cc1ccc(Cl)s1)C(=O)CSc1nnc(C2CC2)n1C1CC1,-20%,2.7%,.,5%,2%,
CN1CCCN(C(=O)c2ccc(Cl)s2)CC1,0%,0.7%,-5%,6%,-2%,

# The results go on.
SMILES,M. tuberculosis,inhibitors of VEEV,PhoP GFP inhibition,H1N1 NS1A inhibition,M. tuberculosis HTS,others
O=C(CSc1nc(O)cc(=O)n1-c1ccccc1)NC1CCCCC1,29%,0.5%,-5%,-1%,1%,
Cc1ccc(C)c(S(=O)(=O)NCc2ccc(C(=O)N3CC(C)OC(C)C3)cc2)c1 (stereo not drawn),-1%,0.2%,22%,-5%,7%,
COCCN1C=C2C(=O)C(C)(OC(=O)CCc3ccccc3)C(=O)C=C2C=C1c1ccc(C#N)cc1 (stereo not drawn),21%,0.2%,1%,-1%,-4%,
O=C(NC(=S)Nc1cccnc1)c1cc2ccccc2o1,80%,4.0%,-3%,-3%,-8%,
CCOc1ccc(C(=O)NCc2cccnc2)cc1,5%,0.9%,1%,6%,-6%,
CCOC(=O)C1CN(S(=O)(=O)c2ccc(C)cc2)C1,-10%,5.4%,-9%,10%,-7%,
O=[N+]([O-])c1ccc2c3n([n+]([O-])c2c1)CCN=C3c1ccc(Cl)cc1,40%,i,1%,8%,?,
CCCn1c(N)c(C(=O)CN2CCN(S(=O)(=O)c3cccs3)CC2)c(=O)[nH]c1=O,2%,6.5%,3%,11%,-8%,
O=C(Cn1ncn2c(cc3ccccc32)c1=O)NCCCc1ccccc1,2%,0.8%,-11%,5%,3%,
O=C(CNc1cccc([N+](=O)[O-])c1)N/N=C/c1ccc([N+](=O)[O-])o1,98%,i,17%,-1%,?,
Cc1ccc(/C=C/C(=O)N2CCN(Cc3ccccc3)CC2)o1,?,0.6%,8%,-4%,1%,
CC1CN(C(=O)CSc2nnc(CNC(=O)c3ccc(S(=O)(=O)N(C)C)cc3)o2)CC(C)O1 (stereo not drawn),3%,6.2%,-3%,7%,-4%,
CC(C)C(=O)NNc1ccc(C(F)(F)F)cn1,5%,0.2%,-3%,1%,0%,
Cc1nnc(SCC(=O)N2CCCCC2)n1CC1CCCO1 (stereo not drawn),0%,i,0%,0%,-8%,
CN(C)CC(C)(C)CNC(=O)C1CCN(Cc2ccccc2O)CC1,-11%,i,5%,-1%,-18%,
CC(C)N(C(=O)[C@H]1C[C@H](CC(=O)NC(C)(C)C)C(=O)N2CCc3c([nH]c4cc(CCC(=O)N(C)C)ccc34)[C@]12C)C(C)C,.,0.4%,.,0%,.,
COc1cc2c(cc1OC)[C@@H]1C(=O)c3ccc4c(c3O[C@@H]1CO2)C[C@H](C(C)C)O4,26%,8.3%,7%,-8%,0%,
O=C(NCCn1cc(SCc2ccccc2)c2ccccc21)c1c(F)cccc1F,5%,5.2%,4%,-10%,0%,
Cc1onc(-c2ccccc2Cl)c1C(=O)N1CCN(Cc2ccc3c(c2)OCO3)CC1,3%,i,-2%,3%,-6%,
COc1ccc(CC(=O)n2nc(-c3cccnc3)nc2N)cc1,-19%,0.9%,-8%,2%,-7%,
Cc1ccsc1/C=N/Nc1cccc(C(=O)O)c1,12%,1.8%,-1%,-7%,0%,
CCCC(=O)c1ccc(N2CCCC2)c(F)c1,61%,i,0%,1%,2%,
O=C(CCN1C(=O)/C(=C/c2ccco2)SC1=S)Nc1ccc(C(=O)O)c(O)c1,74%,0.2%,0%,26%,13%,
CN(C)S(=O)(=O)Oc1ccc(C(=O)Nc2ccc([N+](=O)[O-])cc2)cc1,20%,0.9%,-4%,8%,7%,
O=C(c1ccc(-n2c(SCc3cc(F)ccc3F)nc3ccccc3c2=O)cc1)N1CCOCC1,-12%,1.1%,3%,24%,25%,
SMILES,M. tuberculosis,inhibitors of VEEV,PhoP GFP inhibition,H1N1 NS1A inhibition,M. tuberculosis HTS,others
O=C(COC(=O)Cc1ccccc1)NC12CC3CC(CC(C3)C1)C2,43%,0.8%,6%,4%,-1%,
NC(=O)CC(NC(=O)c1ccc(Br)cc1)c1ccc(NCCc2ccc(F)cc2)c([N+](=O)[O-])c1 (stereo not drawn),-3%,i,2%,-5%,14%,
Cc1cc2ncn(C(=O)c3c(-c4ccccc4Cl)noc3C)c2cc1C,-2%,1.7%,0%,31%,2%,
Cc1nn(CCC#N)c(NC(=O)c2ccc(Cl)cc2)c1P(=O)(Nc1ccc([N+](=O)[O-])cc1)N1CCOCC1 (stereo not drawn),23%,i,6%,1%,-3%,
C[C@@]12C(=O)Nc3ccccc3C(=O)N1[C@H]1c3cc(Cl)ccc3OC[C@@H]1[C@@H]2c1ccccc1,61%,i,.,3%,1%,inhibitors of VEEV 10K pilot screen=4.9
CN(C)C(=O)c1ccc2c(c1)C1C3CCC(C3)C1C(c1ccccc1)N2 (stereo not drawn),28%,3.7%,-5%,5%,9%,
O=C(CN(c1cccc(C(F)(F)F)c1)S(=O)(=O)c1ccc(Cl)c([N+](=O)[O-])c1)NCc1ccc(F)cc1,-9%,i,-7%,-2%,10%,
CC(NC(=O)C[n+]1cccc(Br)c1)c1ccccc1 (stereo not drawn),-3%,0.6%,2%,-4%,0%,
